From PubChem BioAssay
aSyn yeast inh = rescues yeast growth from alpha-synuclein toxicity; Yeast expressing alpha-synuclein, growth rescue, BacTiter-Glo, 24 h; actives 0.14% (n = 370,000); Potency, µM (highest dose often 46.1 µM), without a hit: at the highest dose growth rescue (activation), most hits filed as activators; note: potency is the fitted concentration of half-maximal effect; % of control where 0% means no effect; nearly all actives have a fitted effect of over 65% in size
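Rescue of yeast growth: cells expressing toxic alpha-synuclein, induced in galactose at OD600 0.02, incubated with compound 24 h at 30 C. ATP luminescence quantified growth; inhibitors of toxicity appear as activators.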
Abeta rescue = A-beta toxicity reversal in yeast. yeast expressing A-beta42, growth rescue, OD600, 48 h; response scale: 0% DMSO, 100% iron-clioquinol control. Potency, µM (top dose mostly 46.1 µM), for inactives: top-dose growth rescue, hits mostly activators. actives 0.063% (n = 410,000). AID 1347071; note: potency is the fitted concentration of half-maximal effect; nearly all actives have a fitted effect of over 55% in size
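Yeast growth medium received pinned compounds, then yeast cells expressing toxic A-beta were added; plates incubated at 30 C for 48 hr. Growth read as absorbance at 600 nm, normalized to DMSO and equimolar FeCl3 plus clioquinol controls.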
FUS yeast rescue = FUS proteinopathy suppression in yeast; S. cerevisiae FUS-expressing, growth rescue, OD600, 24 h; Potency, µM (top dose mostly 76.6 µM), without a hit: at the highest dose growth rescue (activation), usual class: activators; actives 0.24% (n = 390,000);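 note: potency is the fitted concentration of half-maximal effect; plate controls were DMSO vehicle for no effect and reference control for full effect; nearly all actives have a fitted effect of over 55% in size; some results filed as inactive show a strong effect at the top dose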
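Cultures pregrown in 2.5% raffinose medium are shifted to minimal medium containing 2% galactose to express toxic FUS. Compounds are tested at several concentrations. After 24hr at 30C, growth is quantified at 600 nm absorbance.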
PLK1 PBD inh = PLK1 (human) polo-box domain binding inhibition; P53350; Plk1 PBD binding of FITC phosphopeptide, fluorescence polarization; Potency, µM, for the others: max response, negative = inhibition, hits mostly inhibitors; actives 2.8% (n = 360,000); AID 720504; note: potency is the fitted concentration of half-maximal effect; series mostly up to about 57 µM; % is set by controls: 0 for no effect and ±100 for the full control effect; nearly all actives have a fitted effect of over 65% in size
Target sequence (P53350 whole entry, looked up, the tested form may be a part): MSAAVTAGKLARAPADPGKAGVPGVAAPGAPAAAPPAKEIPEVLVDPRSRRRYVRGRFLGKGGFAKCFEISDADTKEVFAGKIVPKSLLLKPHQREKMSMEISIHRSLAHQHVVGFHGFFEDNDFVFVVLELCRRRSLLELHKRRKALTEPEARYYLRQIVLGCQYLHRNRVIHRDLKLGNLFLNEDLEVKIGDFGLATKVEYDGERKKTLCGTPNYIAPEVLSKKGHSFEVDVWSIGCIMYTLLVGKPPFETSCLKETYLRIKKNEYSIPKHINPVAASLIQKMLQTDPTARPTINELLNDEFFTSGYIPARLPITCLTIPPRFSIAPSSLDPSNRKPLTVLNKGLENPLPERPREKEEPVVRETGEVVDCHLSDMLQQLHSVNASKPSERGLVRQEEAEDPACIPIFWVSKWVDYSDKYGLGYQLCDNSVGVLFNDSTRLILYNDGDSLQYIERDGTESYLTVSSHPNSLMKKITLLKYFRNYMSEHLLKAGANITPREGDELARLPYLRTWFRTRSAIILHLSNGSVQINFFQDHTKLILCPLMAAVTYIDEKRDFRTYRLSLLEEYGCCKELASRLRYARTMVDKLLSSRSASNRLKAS
EPAC1 antagonist = antagonists of human EPAC1. O95398. Potency, µM (titrated, usually from 115 µM), inactives show top-dose activity change, negative = inhibition, actives largely listed as inhibitors. EPAC1 GEF assay, Rap1b-BODIPY-GDP exchange fluorescence. actives 0.14% (n = 360,000);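 note: potency is the fitted concentration of half-maximal effect; plate controls were vehicle for no effect and positive control for full effect; nearly all actives have a fitted effect of over 50% in size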
WRN helicase inh = inhibitors of human WRN helicase; Q14191; WRN helicase unwinding, fluorescent forked duplex, kinetic; Potency, µM (top dose mostly 114 µM), for the others: at the highest dose activity change, negative = inhibition, usual class: inhibitors; actives 0.46% (n = 360,000); note: potency is the fitted concentration of half-maximal effect; % is set by controls: 0 for no effect and ±100 for the full control effect; nearly all actives have a fitted effect of over 55% in size
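Primary qHTS, 1536-well format. 20 nM WRN + compound, 15 min RT; start with 100 nM forked fluorophore/quencher duplex, 2 mM ATP (final); kinetic read ex 525/em 598 nm.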
EPAC1 ag = activates human EPAC1 exchange factor; Potency, µM (series often up to 154 µM), inactives show top-dose activation, hits mostly activators; O95398; actives 0.073% (n = 360,000); EPAC1 agonist qHTS, biochemical assay; response scale: 100% = response to 6.5 mM cAMP; note: potency is the fitted concentration of half-maximal effect; nearly all actives have a fitted effect of over 60% in size
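Read-out is the fluorescence drop as BODIPY-GDP leaves Rap1B (480 nm excitation, 540 nm emission), recorded every 5 minutes over 30 minutes. Reactions held 100 nM EPAC1, 250 nM Rap1B–BODIPY-GDP and 50 uM GDP, with 6.5 mM cAMP setting full activation.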
PI5P4K alpha inh = inhibitors of human PI5P4K alpha; P48426; PI5P4Kalpha enzyme, ADP-Glo luminescence, 60 min; stronger effect = lower value; max response, %; actives 1.2% (n = 330,000); active = max response of -50% or lower; inconclusive = between -30% and -50%; inactive = -30% or higher; note: value at the top dose of about 77 µM; % is set by controls: 0 for no effect and ±100 for the full control effect
Target sequence (P48426 whole entry, looked up): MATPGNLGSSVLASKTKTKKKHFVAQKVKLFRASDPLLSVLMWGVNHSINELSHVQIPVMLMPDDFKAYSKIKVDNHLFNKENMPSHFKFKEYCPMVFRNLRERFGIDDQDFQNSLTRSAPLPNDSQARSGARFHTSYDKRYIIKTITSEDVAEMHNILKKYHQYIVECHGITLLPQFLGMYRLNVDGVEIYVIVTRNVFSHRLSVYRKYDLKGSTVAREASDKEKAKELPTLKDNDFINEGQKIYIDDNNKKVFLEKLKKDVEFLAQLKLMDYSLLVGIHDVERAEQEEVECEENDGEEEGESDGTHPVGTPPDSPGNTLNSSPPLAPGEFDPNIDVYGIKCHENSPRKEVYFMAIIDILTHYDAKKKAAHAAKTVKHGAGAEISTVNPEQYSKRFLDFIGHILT
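Enzyme plus substrate dispensed, test compounds pinned in, then ATP (5 microM final) added. After 60 min at RT, ADP-Glo reagent 1 for 45 min and reagent 2 for 30 min preceded luminescence imaging.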
IL2 activator = activates IL-2 in a cell-based reporter assay | IL-2 activation reporter assay, cell-based qHTS; stimulated with anti-CD3/CD4/CD28 beads; in transgenic mouse T cells | AID 652025 | activation, % (series mostly up to about 46 µM) | actives 0.065% (n = 360,000); in the data active = activation above about 50%; inconclusive = mostly about 30% to 49%; note: 0% is about no effect
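Readout: EGFP and DsRed signals by fluorescent plate cytometry. Unstimulated transgenic mouse T cells received compound 60 min before antibody-bead stimulation, then incubated 18 h at 37 degrees C.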
Active calls of the source: *; ? = inconclusive; . = no result given; & = joins results of further samples; [ ] = remark or other dose. Unless noted, calls come from the whole dose curve; as a rule, active = well fitted curve in the direction sought with a large enough effect; inconclusive = small, poorly fitted or top-dose-only effect, or another doubt; inactive = no such curve, though single readings can be large; an effect the other way counts as inactive or inconclusive.

SMILES	aSyn yeast inh	Abeta rescue	FUS yeast rescue	PLK1 PBD inh	EPAC1 antagonist	WRN helicase inh	EPAC1 ag	PI5P4K alpha inh	IL2 activator
COc1ccc(C(N)c2csc(Nc3ccc(C(F)(F)F)cn3)n2)cc1 (stereo unspecified)	-23%	-10%	13%	?	-1%	-7%	-10%	-4	-0.3
COc1ccc(Nc2nc(N)nc(CSC(=S)N3CCN(c4ccccc4)CC3)n2)cc1	11%	4%	?	-16%	-24%	1%	5%	-2	-4.6
CC(=O)c1ccc2noc(-c3cccc(F)c3)c2c1	7%	-16%	17%	-6%	-4%	2%	-4%	4	-6.5
Cc1ccc(S(=O)(=O)Nc2ccsc2C#N)cc1	0%	23%	17%	-6%	-15%	-8%	-10%	-4	-2.4
Cc1ccc(S(=O)(=O)N2CCC3(CC2)CC(=O)c2ccccc2O3)cc1	9%	6%	9%	-3%	-18%	-6%	10%	-10	0.8
COc1ccc(-c2ccc(CN3C(C)C(=O)N(Cc4cn(CCC5OCCO5)nn4)CCS3(=O)=O)cc2)cc1OC (stereo unspecified)	-3%	-2%	37%	-13%	10%	-2%	4%	-7	-2.3
COc1ccc(NC(=O)N2CCCC2C(=O)Nc2ccccc2)cc1 (stereo unspecified)	-8%	15%	-5%	1%	12%	5%	0%	3	-0.4
CCCCN1C=C(C(=O)OCC)C(=O)CC1	4%	9%	-15%	-9%	2%	0%	-9%	0	-0.6
CCc1c(C#N)c(SCc2c(C)noc2C)nc2c1C(=O)CC(C)(C)C2	-2%	-25%	35%	-4%	12%	0%	-2%	11	-0.6
Cc1cc(C)n(CCCNC(=O)C(C)(C)Oc2ccc(Cl)cc2)n1	5%	-43%[inhibitor]	.	-10%	4%	7%	4%	-4	-0.1
COc1ccc(/C=C2\SC(=S)N(CC(=O)NCCO)C2=O)cc1	3%	5%	22%	-3%	9%	5%	5%	3	-0.4
CCCCc1nc2ccccc2c(NC(=O)CN2CCCC2)c1CCC	0%	-10%	-17%	6%	0%	-10%	13%	.	-1.0
COc1ccc(-c2csc(NC(=O)CN3C(=O)C4CCCCC4C3=O)n2)cc1OC (stereo unspecified)	0%	-6%	24%	3%	-3%	-9%	11%	2	0.2
CCn1cc(C(=O)N[C@@H](C)C(=O)OC)c(=O)c2cc3c(cc21)OCO3	0%	-6%	-32%	-3%	4%	14%	-8%	4	-0.8
C/C(=N\NC(=O)c1cccc(S(=O)(=O)N2CCOCC2)c1)c1ccc(OCC(=O)N(C)C)cc1	1%	8%	-5%	-2%	6%	-3%	7%	2	-0.8
CCCSC1=C(C#N)C2(CCCCC2)C(C#N)=C(N)N1	-2%	-7%	20%	-24%	-6%	-5%	-4%	-8	2.4
O=C(CSc1nnc(-c2ccccc2Cl)o1)Nc1ccccn1	0%	-4%	-27%	1%	6%	2%	2%	-2	-2.3
Cc1ccc(C(=O)CSc2nn3c(=O)c(C(C)(C)C)nnc3s2)cc1	0%	8%	3%	-3%	12%	3%	-5%	.	-1.4
Cc1cc(C)cc(NC(=O)c2cc3c(=O)n4ccccc4nc3s2)c1	1%	-13%	-2%	?	-11%	-12%	-3%	2	3.2
O=C(NC1CC1)c1ccc(CS(=O)c2ccc(Br)cc2)o1 (stereo unspecified)	-5%	6%	-15%	-15%	-5%	-4%	18%	-4	-4.4
Cn1nnnc1SCC(=O)C(C)(C)C	5%	1%	-6%	-6%	12%	17%	1%	0	1.7
COC(=O)c1ccc(CNC(=O)COC(=O)CCC2CCCC2)cc1	-2%	26%	.	-8%	1%	-22%	-12%	-5	-0.1
CC(=O)N1CCN(c2ccc(N)cc2)CC1	.	0%	18%	.	11%	.	-12%	.	0.1
COc1ccc(/C=C/C(=O)Nc2ccc(NC(C)=O)cc2)cc1S(=O)(=O)N1CCOCC1	-4%	7%	14%	30µM*	?	-9%	2%	3	0.8
Cc1cccc(NS(=O)(=O)c2ccc(S(=O)(=O)N3CCCC3)cc2)c1	0%	6%	5%	-5%	4%	8%	0%	-15	-1.0
Cn1c(-c2ccc(F)cc2)cnc1NCc1cccc([N+](=O)[O-])c1	0%	8%	-4%	-5%	10%	7%	14%	-3	0.0
C/C(=N\NC(=O)c1ccc([N+](=O)[O-])c(C)c1)c1ccccc1Cl	-5%	-2%	31%	-6%	18%	-1%	5%	-5	1.4
Cc1cc(=O)n2nc(N3CCCC(C(=O)NCc4ccccc4Cl)C3)sc2n1 (stereo unspecified)	-1%	-10%	-9%	-22%	3%	6%	-3%	-1	-2.9
Cc1ccc(C(=O)C(C)OC(=O)c2nc(Cl)ccc2Cl)cc1 (stereo unspecified)	2%	-15%	12%	-17%	3%	6%	4%	4	2.5
O=C(c1ccccc1)c1nn(-c2ccccc2)c(=O)cc1-c1ccccc1	11%	-13%	-17%	-4%	-9%	-5%	-11%	-2	-0.5

4 entries picked at random from those above:
SMILES	aSyn yeast inh	Abeta rescue	FUS yeast rescue	PLK1 PBD inh	EPAC1 antagonist	WRN helicase inh	EPAC1 ag	PI5P4K alpha inh	IL2 activator
COc1ccc(NC(=O)N2CCCC2C(=O)Nc2ccccc2)cc1 (stereo unspecified)	-8%	15%	-5%	1%	12%	5%	0%	3	-0.4
COc1ccc(-c2csc(NC(=O)CN3C(=O)C4CCCCC4C3=O)n2)cc1OC (stereo unspecified)	0%	-6%	24%	3%	-3%	-9%	11%	2	0.2
Cc1cc(=O)n2nc(N3CCCC(C(=O)NCc4ccccc4Cl)C3)sc2n1 (stereo unspecified)	-1%	-10%	-9%	-22%	3%	6%	-3%	-1	-2.9
Cn1c(-c2ccc(F)cc2)cnc1NCc1cccc([N+](=O)[O-])c1	0%	8%	-4%	-5%	10%	7%	14%	-3	0.0

The list goes on:
SMILES	aSyn yeast inh	Abeta rescue	FUS yeast rescue	PLK1 PBD inh	EPAC1 antagonist	WRN helicase inh	EPAC1 ag	PI5P4K alpha inh	IL2 activator
CCCCOc1ccc(C(=O)NCC(=O)NC2CC2)cc1	-1%	19%	-11%	3%	1%	-1%	6%	-8	-4.3
CC(C)COc1ccc(C(=O)CCN2CCCCC2)cc1	-1%	-10%	-7%	21µM*	1%	?	-1%	0	-0.5
Cc1ccc(Sc2c(C)nn(C(=O)CNS(=O)(=O)c3ccc(F)cc3)c2C)cc1	8%	24%	.	-1%	-1%	-12%[11.6 µM]	7%	29	-0.3
COc1cccc(N2[C@@H](CC(=O)O)c3cc(C(F)(F)F)ccc3S2(=O)=O)c1	-4%	-5%	0%	?	4%	-9%	-23%	-9	0.9
S=C(NCc1ccncc1)NC1CCCCC1	0%	-17%	-33%	-9%	-3%	0%	-9%	8	-0.5
COc1ccccc1C(CNC(=O)C1CC(=O)N(Cc2ccc(C)cc2)C1)N1CCCC1 (stereo unspecified)	-4%	10%	23%	-9%	-1%	-9%	5%	-3	-0.3
CC(=O)Nc1ccc(NC(=O)c2cc(=O)c3ccccc3o2)cc1	-4%	0%&-14%	15%&-18%	-3%	-3%	-3%	2%	-11	0.1
O=C(c1ccc(OC2CCN(C/C=C/c3ccc(F)cc3)CC2)cc1)N1CCCC1	-2%	11%	20%	-4%	?	5%	-7%	-1	-2.2
C=CCn1c(N)c(C(=O)N2CCN(C)CC2)sc1=S	2%	2%	11%	?	-3%	9%	10%	.	-2.0
NC(=O)c1ccccc1NC(=O)Nc1cccc(Cl)c1Cl	0%	1%	-2%	7%	33%[activator]	-13%[57.1 µM]	-3%	0	-0.2
Cc1cccc(-n2ncc3c(NCCN4CCOCC4)ncnc32)c1	6%	-4%	3%	-15%	2%	-6%	8%	-3	4.9
Cc1ccc(S(=O)(=O)N2CCN(C(=O)COC(=O)COc3ccc(Br)cc3)CC2)c(C)c1	-6%	-12%	-16%	-15%	-22%	0%	4%	-1	0.5
Cc1ccc(OCC(=O)N2CCN(C3=NS(=O)(=O)c4ccccc43)CC2)cc1	-4%	-3%	-15%	3%	-2%	-6%	7%	.	-2.3
CCc1nc2c(OCc3ccc(F)c(F)c3)cccn2c1N(C)C(=O)CC(C)C	-12%	0%	25%	4%	-3%	-3%	-17%	0	0.6
CC(C)Cn1c(-c2cc(Br)ccc2F)nc2c1c(=O)[nH]c(=O)n2CC(C)C	1%	-10%	39%	0%	5%	4%	4%	6	0.1
Cc1cc(C(=O)Nc2ccncc2)c(C)o1	-4%	-6%	-1%	-13%	-14%	9%	2%	20	-2.9
CCOc1ccc(C(=O)OC(C)C(=O)N2CCN(Cc3ccccc3)CC2)cc1 (stereo unspecified)	-2%	-5%	11%	2%	-7%	-21%	-3%	1	0.7

Four of the compounds above, field by field:
Cc1ccc(S(=O)(=O)Nc2ccsc2C#N)cc1
  aSyn yeast inh: 0%; Abeta rescue: 23%; FUS yeast rescue: 17%; PLK1 PBD inh: -6%; EPAC1 antagonist: -15%; WRN helicase inh: -8%; EPAC1 ag: -10%; PI5P4K alpha inh: -4; IL2 activator: -2.4

O=C(NC1CC1)c1ccc(CS(=O)c2ccc(Br)cc2)o1 (stereo unspecified)
  aSyn yeast inh: -5%; Abeta rescue: 6%; FUS yeast rescue: -15%; PLK1 PBD inh: -15%; EPAC1 antagonist: -5%; WRN helicase inh: -4%; EPAC1 ag: 18%; PI5P4K alpha inh: -4; IL2 activator: -4.4

COc1ccc(Nc2nc(N)nc(CSC(=S)N3CCN(c4ccccc4)CC3)n2)cc1
  aSyn yeast inh: 11%; Abeta rescue: 4%; FUS yeast rescue: ?; PLK1 PBD inh: -16%; EPAC1 antagonist: -24%; WRN helicase inh: 1%; EPAC1 ag: 5%; PI5P4K alpha inh: -2; IL2 activator: -4.6

CCc1nc2c(OCc3ccc(F)c(F)c3)cccn2c1N(C)C(=O)CC(C)C
  aSyn yeast inh: -12%; Abeta rescue: 0%; FUS yeast rescue: 25%; PLK1 PBD inh: 4%; EPAC1 antagonist: -3%; WRN helicase inh: -3%; EPAC1 ag: -17%; PI5P4K alpha inh: 0; IL2 activator: 0.6
